# Screening data (PubChem)
# proKLK7 act: proKLK7 zymogen activators, primary screen, biochemical, fluorescence intensity | Kallikrein-7 (Homo sapiens), P49862 | 0.9% of 370,000 active | purified proKLK7, EDANS-DABCYL substrate fluorescence; 100% is mature enzyme control, 0% vehicle | AID 652039, 2013 | activation, % at 7 µM;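 active = activation above the mean of all tested compounds plus 3 SD, computed per campaign excluding outliers beyond control limits, cut at about 13% in these data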
# ARFGAP1 inh: inhibitors of rat ARFGAP1 GAP activity, primary screen, biochemical, fluorescence polarization, GDP tracer; ADP-ribosylation factor GTPase-activating protein 1 (Rattus norvegicus), Q62848; AID 651572, 2012; Arfgap1-stimulated ARF1 GTP hydrolysis, GDP FP detection; 0.26% of 360,000 active; inhibition, % at 16.5 µM;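 active = inhibition above a per-plate limit, mean inhibition of low control wells plus 3 SD, cut at about 25% in these data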;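 also: 0% = DMSO wells with enzyme and 100% = wells lacking Arfgap1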
#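 Material: rat Arfgap1 GAP domain (His6, aa 1-136), purified enzyme. Also added: human ARF1(Δ1-17)-GTP substrate. Compound dosing: 16.5 µM single point, 1.26% DMSO. Timing: enzyme reaction 120 min at 25 °C after 20 min preincubation. Signal: GDP detection by fluorescence polarization. Read-out basis: percent inhibition of GAP-stimulated GDP formation, scaled between DMSO and no-Arfgap1 medians.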
# ADAM10 inh: human ADAM10 inhibitors, primary screen, biochemical, QFRET, HTS. inhibition, % at 7 µM. recombinant ADAM10, EDANS/DABCYL FRET peptide cleavage, 3 h. Disintegrin and metalloproteinase domain-containing protein 10 (Homo sapiens), O14672. 0.62% of 370,000 active;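 active = inhibition above a per-campaign cutoff equal to the mean of compounds falling between control-based bounds plus 3 SD, cut at about 20% in these data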;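 also: 0% = DMSO wells while the 100% control is not disclosed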
# Tn6 DDE FP: inhibitors of Tn6 peptide binding to fibrin DD(E), primary screen, biochemical, fluorescence polarization, human fibrin, Tn6 probe; inhibition, % at 8.3 µM; 0.21% of 370,000 active; Fibrin DD(E) TRITC-Tn6 fluorescence polarization displacement; AID 720509, 2013; Fibrinogen beta chain (Homo sapiens), P02675;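 active = inhibition above a per-campaign cutoff: mean of compounds within control limits plus 3 SD, cut at about 15% in these data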;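 also: 0% = median of all compound wells on the plate and 100% = blocking peptide control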
# ASAP1 GAP inh: inhibitors of human ASAP1 ArfGAP activity, primary screen, biochemical, fluorescence polarization; Arf-GAP with SH3 domain, ANK repeat and PH domain-containing protein 1 (Homo sapiens), …; AID 624377, 2012; 0.19% of 360,000 active; ASAP1-stimulated ARF1 GTP hydrolysis, GDP FP detection; inhibition, % at 16.5 µM; in the data active = inhibition above about 25%;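 also: 0% = vehicle with enzyme and substrate and 100% = no enzyme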
# TDP2 absorb: human TDP2 enzyme inhibitors, primary screen, biochemical, epi absorbance, recombinant enzyme. Tyrosyl-DNA phosphodiesterase 2 (Homo sapiens), O95551. T5PNP hydrolysis, p-nitrophenol absorbance 415 nm. inhibition, % at 12.8 µM. 0.34% of 370,000 active. AID 720702, 2013;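 active = inhibition above the mean of all tested compounds plus 3 SD, set per campaign, cut at about 25% in these data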;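 also: 0% = DMSO with enzyme and 100% = buffer with substrate but no TDP2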
#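 test system = human TDP2 enzyme | input = TDP2 enzyme at 120 nM final | medium = 50 mM Tris-HCl pH 7.5 with Mg2+, KCl, DTT, BSA | also added = T5PNP substrate, 5 mM | times = 2 h at 37 °C | technique = epi absorbance | benchmarks = high control without enzyme, low control DMSO plus TDP2 | replication = each compound tested once, singlicate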
# LEDGF integ inh: blockers of LEDGF/p75-dependent integrase strand transfer – biochemical, TR-FRET, high throughput, primary screen | TR-FRET IN-LEDGF/p75 DNA integration, Eu/Cy5 | inhibition, % at 3.7 µM | 0.64% of 370,000 active | AID 743269, 2014;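 active = inhibition above the screen-wide mean plus 3 SD, cut at about 13% in these data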;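 also: signal is the Cy5 over europium emission ratio at 671 and 618 nm; 0% = plate median of compound wells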
# PLCg1 inh: PLC-gamma1 enzyme inhibitors, primary screen, biochemical, fluorescence, purified enzyme. 1-phosphatidylinositol 4,5-bisphosphate phosphodiesterase gamma-1 (Homo sapiens), P19174. fluorogenic substrate. inhibition, % at 12.2 µM. 0.84% of 370,000 active; in the data active = inhibition above about 9.5%
# Target sequence (P19174 whole entry, looked up): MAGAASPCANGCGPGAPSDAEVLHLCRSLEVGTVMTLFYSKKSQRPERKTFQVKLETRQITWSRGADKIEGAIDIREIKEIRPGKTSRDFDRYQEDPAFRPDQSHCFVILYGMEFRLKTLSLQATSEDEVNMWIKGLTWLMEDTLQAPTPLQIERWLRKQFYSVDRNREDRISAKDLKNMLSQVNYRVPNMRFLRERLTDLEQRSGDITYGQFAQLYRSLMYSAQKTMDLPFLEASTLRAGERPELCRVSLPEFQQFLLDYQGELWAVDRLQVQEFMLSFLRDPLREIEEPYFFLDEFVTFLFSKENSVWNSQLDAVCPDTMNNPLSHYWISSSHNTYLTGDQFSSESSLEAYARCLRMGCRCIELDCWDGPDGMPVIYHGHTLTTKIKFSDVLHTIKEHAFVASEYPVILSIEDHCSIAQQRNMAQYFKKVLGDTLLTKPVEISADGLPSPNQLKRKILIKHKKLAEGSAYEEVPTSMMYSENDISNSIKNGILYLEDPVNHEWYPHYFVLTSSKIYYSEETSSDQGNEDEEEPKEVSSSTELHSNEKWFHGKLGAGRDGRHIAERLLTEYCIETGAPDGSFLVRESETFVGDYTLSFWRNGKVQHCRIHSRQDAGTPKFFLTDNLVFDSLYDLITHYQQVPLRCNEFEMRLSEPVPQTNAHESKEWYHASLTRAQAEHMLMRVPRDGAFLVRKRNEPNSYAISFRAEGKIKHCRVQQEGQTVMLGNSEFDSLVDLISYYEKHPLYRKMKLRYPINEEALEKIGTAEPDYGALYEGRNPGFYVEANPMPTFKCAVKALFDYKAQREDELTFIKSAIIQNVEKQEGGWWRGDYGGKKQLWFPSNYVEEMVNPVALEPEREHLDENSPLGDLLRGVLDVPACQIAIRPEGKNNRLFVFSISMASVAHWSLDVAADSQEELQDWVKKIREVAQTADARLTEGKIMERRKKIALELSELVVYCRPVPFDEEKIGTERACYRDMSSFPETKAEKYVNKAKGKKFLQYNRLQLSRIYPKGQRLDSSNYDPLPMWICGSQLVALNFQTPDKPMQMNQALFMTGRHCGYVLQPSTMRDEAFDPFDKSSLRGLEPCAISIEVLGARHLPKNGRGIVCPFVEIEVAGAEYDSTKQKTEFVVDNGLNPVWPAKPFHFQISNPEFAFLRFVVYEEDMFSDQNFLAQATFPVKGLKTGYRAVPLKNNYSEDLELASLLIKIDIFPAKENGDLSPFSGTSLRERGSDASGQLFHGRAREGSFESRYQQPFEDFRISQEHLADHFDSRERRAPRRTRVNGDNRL
# DDE Tn7 FP inh: inhibitors of Tn7 peptide binding to fibrin DD(E), primary screen, biochemical, fluorescence polarization, human fibrin, Tn7 probe | Fibrinogen beta chain (Homo sapiens), P02675 | FP displacement of FITC-Tn7 peptide from fibrin DD(E); 0% = median of compound wells per plate | inhibition, % at 8.3 µM | 0.13% of 370,000 active;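 active = inhibition above the mean of compounds falling within the control limits plus 3 SD of them, cut at about 14% in these data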;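 also: 0% = plate median of compound wells and 100% = 10 µM Aha-Tn7 peptide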
#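 Test system – human fibrin DD(E) · Times – 10 min preincubation, 3 h with tracer, room temperature · Detection – fluorescence polarization of the labelled Tn7 tracer · Measure – percent inhibition normalized to high-control wells · Benchmarks – high control wells with 10 µM unlabelled Aha-Tn7 peptide (full inhibition) · Repeats – singlicate testing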
# ADAM17 inh: ADAM17 inhibitors, primary screen, biochemical, QFRET. inhibition, % at 6.95 µM. 0.83% of 370,000 active. Disintegrin and metalloproteinase domain-containing protein 17 (Homo sapiens), P78536. AID 720648, 2013. recombinant ADAM17, EDANS/DABCYL FRET peptide cleavage;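 active = inhibition above the mean of compounds lying between control limits plus 3 SD, set per campaign, cut at about 8.5% in these data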;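 also: 0% = DMSO-only wells as the low control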
# An asterisk follows results filed as active.
1	COc1ccc(C(=O)OC(C)CN2CCOCC2)cc1 (stereo unspecified)
2	CCc1nc2ccc(C(=O)Nc3ccc(OC)c(OC)c3)cn2c1N(C)C(=O)Cc1ccccc1
3	COc1ccc(S(=O)(=O)N2CCCC(C(=O)NC3CCCC3)C2)cc1OC (stereo unspecified)
4	COc1ccc(C2=NS(=O)(=O)N(C)C(C(=O)Nc3ccc4c(c3)OCO4)=C2)cc1OC
5	CN1CCN(C(=O)/C=C/c2ccc(Cl)cc2)CC1
6	CN(Cc1nc(-c2ccccc2)no1)C1CCOCC1
7	COc1ccc(NC(=O)Nc2cccnc2)c(OC)c1
8	CC(=O)C1CCC2C3CC=C4N(C)C(=O)CCC4(C)C3CCC12C (stereo unspecified)

assay / compound,1,2,3,4,5,6,7,8
proKLK7 act,0.0,-0.1,0.2,0.0,-0.3,-0.2,-0.3,0.5
ARFGAP1 inh,3,1,2,-2,-6,-8,12,8
ADAM10 inh,4,-15,2,-6,-1,-2,-10,-4
Tn6 DDE FP,-5,0,3,1,1,4,1,8
ASAP1 GAP inh,4,-7,3,10,2,-4,12,-3
TDP2 absorb,7,12,-4,-2,9,3,-7,-4
LEDGF integ inh,0,-3,2,-1,2,0,-8,-1
PLCg1 inh,3,0,1,3,0,1,-1,-2
DDE Tn7 FP inh,-1,5,1,2,-2,4,4,0
ADAM17 inh,0,-7,-2,5,-3,-3,-1,0

9	O=C(NCCc1c[nH]c2ccccc12)c1ccc([N+](=O)[O-])o1
10	Cc1c(C(c2ccc(F)cc2)c2c(C)n(C)n(-c3ccccc3)c2=O)c(=O)n(-c2ccccc2)n1C
11	Cc1ccc(S(=O)(=O)Nc2cccc(C(=O)NC3CCN(Cc4ccccc4)CC3)c2)cc1F
12	CCc1ccccc1N(C)S(=O)(=O)c1ccc2[nH]cc(C(=O)N3CCc4ccccc43)c(=O)c2c1
13	COc1ccc(CCNC(=O)C(=O)NCC2OCCN2S(=O)(=O)c2ccc(C)cc2)cc1 (stereo unspecified)
14	CCN(CC)S(=O)(=O)c1cccc(C(=O)N[C@H](C(=O)NCc2ccc(Cl)cc2)C(C)C)c1
15	O=C(OCC(=O)N1CCCc2ccccc21)c1ccc(S(=O)(=O)C(F)F)cc1
16	Cc1ccc(CNc2ncccc2-c2nc3cc(Cl)ccc3o2)cc1

assay / compound,9,10,11,12,13,14,15,16
proKLK7 act,-0.5,0.0,0.7,-0.8,-0.7,-0.2,-0.3,2.7
ARFGAP1 inh,3,7,-4,14,-9,-10,4,0
ADAM10 inh,-33,-2,4,9,-3,-5,8,-13
Tn6 DDE FP,4,3,-6,2,0,2,-2,4
ASAP1 GAP inh,-15,0,-9,-1,6,-2,2,12
TDP2 absorb,-9,-1,-21,-9,-4,-1,-14,-2
LEDGF integ inh,1,-5,0,0,0,3,4,-5
PLCg1 inh,-8,-1,4,-1,-2,-2,4,-1
DDE Tn7 FP inh,8,3,-4,-1,7,6,6,-1
ADAM17 inh,-7,-3,2,7,-6,-5,3,0

17	COc1ccccc1C1/C(=C(\O)c2ccc3c(c2)OCCO3)C(=O)C(=O)N1Cc1cccnc1 (stereo unspecified)
18	O=C(CNC(=O)c1ccccc1)NCCO
19	Nn1cc(-c2ccccc2)nc1SCC(=O)NCC(F)(F)F
20	O=Nc1c2ccc[nH]c-2c2ccc([N+](=O)[O-])cc12
21	O=S(=O)(c1ccc(Cl)c(S(=O)(=O)N2CCCC2)c1)N1CCCC1
22	S=c1[nH]nc(-c2ccncc2)n1/N=C/C=C/c1ccccc1
23	CCOC(=O)c1cnc2c(C)cccc2c1Nc1cccc(C(=O)O)c1
24	Cc1ccc(/C=C2\CCCC3=C2NC(=S)NC3c2ccc(C)cc2)cc1 (stereo unspecified)

assay / compound,17,18,19,20,21,22,23,24
proKLK7 act,-0.6,0.5,-0.7,0.1,0.5,-0.7,0.8,0.0
ARFGAP1 inh,3,9,7,6,6,5,5,-6
ADAM10 inh,3,-4,-11,-5,3,0,1,1
Tn6 DDE FP,6,-3,-9,-6,6,1,1,2
ASAP1 GAP inh,4,-14,2,6,8,4,2,18
TDP2 absorb,10,-3,-5,2,9,8,13,3
LEDGF integ inh,-1,0,-4,3,3,-1,4,3
PLCg1 inh,1,-4,-1,0,4,0,2,0
DDE Tn7 FP inh,-1,0,-8,0,-4,1,2,-2
ADAM17 inh,-1,-1,-7,-10,1,0,0,4

# A second format for part of the listing above:
No. | SMILES | proKLK7 act | ARFGAP1 inh | ADAM10 inh | Tn6 DDE FP | ASAP1 GAP inh | TDP2 absorb | LEDGF integ inh | PLCg1 inh | DDE Tn7 FP inh | ADAM17 inh
17 | COc1ccccc1C1/C(=C(\O)c2ccc3c(c2)OCCO3)C(=O)C(=O)N1Cc1cccnc1 (stereo unspecified) | -0.6 | 3 | 3 | 6 | 4 | 10 | -1 | 1 | -1 | -1
18 | O=C(CNC(=O)c1ccccc1)NCCO | 0.5 | 9 | -4 | -3 | -14 | -3 | 0 | -4 | 0 | -1
19 | Nn1cc(-c2ccccc2)nc1SCC(=O)NCC(F)(F)F | -0.7 | 7 | -11 | -9 | 2 | -5 | -4 | -1 | -8 | -7
20 | O=Nc1c2ccc[nH]c-2c2ccc([N+](=O)[O-])cc12 | 0.1 | 6 | -5 | -6 | 6 | 2 | 3 | 0 | 0 | -10
21 | O=S(=O)(c1ccc(Cl)c(S(=O)(=O)N2CCCC2)c1)N1CCCC1 | 0.5 | 6 | 3 | 6 | 8 | 9 | 3 | 4 | -4 | 1
22 | S=c1[nH]nc(-c2ccncc2)n1/N=C/C=C/c1ccccc1 | -0.7 | 5 | 0 | 1 | 4 | 8 | -1 | 0 | 1 | 0
23 | CCOC(=O)c1cnc2c(C)cccc2c1Nc1cccc(C(=O)O)c1 | 0.8 | 5 | 1 | 1 | 2 | 13 | 4 | 2 | 2 | 0

# (listing goes on)
25	CCOc1ccc(NC(=O)CSc2ccccc2N)cc1
26	Cc1ccnc(NS(=O)(=O)c2ccc(N3C(=O)Nc4ccccc4N3O)cc2)c1
27	CN(C(=O)CSc1nc2ccccc2[nH]1)C1CCS(=O)(=O)C1 (stereo unspecified)
28	CCN1CCN(S(=O)(=O)c2ccc(-c3cc(C)no3)s2)CC1
29	COc1ccccc1C(=O)NC(=S)N1CCCc2ccccc21
30	O=C(Nc1ccn(CCCNCC2CCCO2)c(=O)n1)OCc1ccccc1 (stereo unspecified)
31	c1ccc(C2=Nn3c(nnc3-c3cccs3)SC2)cc1
32	c1ccc2scnc2c1

assay / compound,25,26,27,28,29,30,31,32
proKLK7 act,0.2,0.0,0.2,-0.1,0.1,-0.2,0.4,0.1
ARFGAP1 inh,1,14,8,10,9,6,7,-7
ADAM10 inh,-2,0,-3,2,-5,-14,8,-9
Tn6 DDE FP,6,0,12,1,2,0,2,0
ASAP1 GAP inh,-16,2,11,-6,9,0,-8,10
TDP2 absorb,8,9,-13,-6,-9,4,-3,2
LEDGF integ inh,1,2,-3,-5,3,5,-4,-2
PLCg1 inh,1,4,-6,0,-15,-1,0,-2
DDE Tn7 FP inh,4,1,2,5,-8,5,4,1
ADAM17 inh,-2,3,-4,-1,1,-6,-2,-4

33	C/C(=N\Nc1ccc(Cl)cc1)c1c(O)cc(C)oc1=O
34	C[C@@H]1CN([C@H](C)CO)C(=O)CCCn2cc(nn2)CO[C@H]1CN(C)C(=O)CCC(F)(F)F
35	CCc1nc2ccc(C(=O)NCc3ccccc3OC)cn2c1N(C)Cc1ccc(OC)cc1
36	Cc1nn(-c2ccccc2)nc1C(=O)Nc1nnc(C(F)(F)F)s1
37	C[C@H](NC(=O)c1nc[nH]c1C(=O)N[C@@H](C)C(=O)OCc1ccccc1)C(=O)OCc1ccccc1
38	O=C(Nc1c(F)c(F)c(F)c(F)c1F)NC1CCCCC1
39	COc1ccc(OC)c(NC(=O)Cn2cc(C(=O)c3ccco3)c3ccccc32)c1
40	Cc1ccc(C(c2sc3nc(C)nn3c2O)N2CC(C)OC(C)C2)cc1 (stereo unspecified)

assay / compound,33,34,35,36,37,38,39,40
proKLK7 act,0.1,-1.2,-0.7,0.9,0.4,0.4,-1.1,-0.1
ARFGAP1 inh,-18,-2,-5,-12,2,-12,18,-6
ADAM10 inh,2,-11,-1,-4,4,8,1,3
Tn6 DDE FP,7,-1,0,-2,0,6,-3,3
ASAP1 GAP inh,-2,0,-2,1,-6,3,-1,6
TDP2 absorb,5,7,-5,3,0,-2,10,-6
LEDGF integ inh,3,-5,-2,0,0,0,-2,1
PLCg1 inh,0,0,-11,-14,2,-1,-8,0
DDE Tn7 FP inh,2,3,2,4,5,1,-2,5
ADAM17 inh,-2,-6,1,-5,-1,2,1,-5

41	O=C(NN=C1CCCCCC1)C(=O)Nc1cccc(Br)c1
42	CC1CCN(C(=O)c2ccc3ccccc3c2)CC1
43	Fc1ccc2cc(C3=CCCCC3)ncc2c1
44	O=C(NCc1ccncc1)c1cccc(S(=O)(=O)Nc2ccc(SC(F)F)cc2)c1
45	Cc1nc(NC(=O)CSc2nnnn2C)sc1C
46	CCCN(CC(=O)Nc1ccccc1C)C(=O)/C=C/c1ccc(OCC)c(OC)c1

assay / compound,41,42,43,44,45,46
proKLK7 act,-0.3,0.0,0.3,-0.2,-0.1,1.7
ARFGAP1 inh,6,2,-8,3,-14,-1
ADAM10 inh,-3,-4,-6,-3,-1,-97
Tn6 DDE FP,-7,3,-2,2,13,-9
ASAP1 GAP inh,3,6,5,-2,-6,2
TDP2 absorb,-18,1,14,13,5,-2
LEDGF integ inh,-1,3,10,2,1,2
PLCg1 inh,5,-1,-8,1,0,-29
DDE Tn7 FP inh,1,0,0,0,-1,-5
ADAM17 inh,-2,-2,-3,0,-1,-26
